Source: PubChem BioAssay (Broad Institute)
SIRT5 block: blocks human SIRT5 desuccinylation of peptide | Q9NXA8 | 330,000 tested, 1.1% active | Purified SirT5, succinyl-peptide AMC, trypsin-coupled fluorescence | AID 652115 | inhibition, % at 15 µM; in the data active means inhibition above about 15%; inconclusive means no clear call, values can overlap the other calls
PglD DTNB: inhibitors of Campylobacter jejuni PglD acetyltransferase; purified PglD enzyme, DTNB colorimetric CoA detection; inhibition, % at 12.5 µM; 360,000 tested, 0.098% active; in the data active means inhibition above about 16%, passing the limit was not always enough; inconclusive means no clear call, values can overlap the other calls; further: strong numbers were not always called active
C2C12 statin: suppressors of simvastatin-induced myotoxicity in C2C12 myotubes; ATP luminescence, 48 h; scaled: DMSO 0, geranylgeraniol control 100; rescue of ATP level, % at 7.49 µM; 330,000 tested, 0.78% active; AID 602340;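 active means mean ATP rescue above about 67%, or every replicate alone reaching that limit, limit read from the data, passing the limit was not always enough; inconclusive means no clear call, values can overlap the other calls; inactive means mean under the limit and some replicate under it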;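 further: myotubes were challenged with 10 µM simvastatin during compound exposure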
DENV2 CPE: DENV2-induced cell death inhibition | DENV2-infected cells, cytopathic effect rescue, plate reader | CPE inhibition, % at 9.99 µM | 350,000 tested, 1.7% active | AID 651640; in the data active means CPE inhibition above about 20%, passing the limit was not always enough; inconclusive means no clear call, values can overlap the other calls; tested in BHK-21 cells;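 further: 0% = median of neutral control wells and 100% = median of positive control wells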
E-sel inducer: induces E-selectin expression in human endothelial cells; HUVEC E-selectin immunofluorescence imaging; normalized: neutral wells 0, TNF-alpha wells 100; activation, % at 7.58 µM; AID 686992; 260,000 tested, 0.37% active;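 active means mean E-selectin-positive cell signal at least 10% of the positive control, reached in at least 60% of replicates, without over 20% cell loss; inconclusive means no rule given, readout overlaps actives, possibly toxicity-flagged; inactive means the rest, including those meeting only one limit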;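 further: in these data hits start at about 27%; measured in HUVEC primary endothelial cells; signal is the percent of cells scored E-selectin positive by PE staining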
Target sequence (P16581 whole entry, looked up): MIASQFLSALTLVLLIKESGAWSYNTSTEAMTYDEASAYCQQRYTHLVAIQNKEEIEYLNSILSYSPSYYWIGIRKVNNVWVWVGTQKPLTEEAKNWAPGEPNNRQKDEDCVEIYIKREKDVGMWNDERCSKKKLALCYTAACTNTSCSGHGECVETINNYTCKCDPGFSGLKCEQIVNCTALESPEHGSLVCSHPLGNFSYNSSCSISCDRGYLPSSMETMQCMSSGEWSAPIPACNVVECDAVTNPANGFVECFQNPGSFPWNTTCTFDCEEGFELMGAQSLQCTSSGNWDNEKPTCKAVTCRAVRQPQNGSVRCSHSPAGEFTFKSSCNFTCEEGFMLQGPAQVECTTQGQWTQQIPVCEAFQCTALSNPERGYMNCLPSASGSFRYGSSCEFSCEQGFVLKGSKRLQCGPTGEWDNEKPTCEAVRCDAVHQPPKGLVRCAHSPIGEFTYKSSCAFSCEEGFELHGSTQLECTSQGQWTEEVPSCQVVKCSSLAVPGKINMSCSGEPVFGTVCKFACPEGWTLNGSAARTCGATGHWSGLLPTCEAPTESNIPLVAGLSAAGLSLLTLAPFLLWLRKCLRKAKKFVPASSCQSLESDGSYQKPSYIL
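assay system = HUVEC, human umbilical vein endothelial cells | input = 3,000 HUVEC seeded per well | medium = EGM-2 growth medium on 0.1% gelatin-coated wells | dosing = one compound dose added by pin transfer | signal = immunofluorescence imaging | read-out basis = % PE-positive cells | control set = TNF-alpha, DMSO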
S100A4 inh HTS: S100A4-myosin IIA interaction inhibition; S100A4/TAMRA-MyoIIA peptide fluorescence polarization; AID 652163; P26447; 360,000 tested, 0.14% active; inhibition, % at 10.7 µM;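 active means mean inhibition of at least 70% across replicates, with every replicate also reaching that level; inconclusive means mean inhibition reaches 70% but some replicates fall short; inactive means mean inhibition below 70%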
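Assay system: human S100A4 monomer with TAMRA-labelled myosin IIA peptide / Buffer or medium: Calcium-containing HEPES buffer, pH 7.2 / Reagent: TAMRA-labelled myosin IIA heavy-chain peptide probe, 5 nM / Compound: one dose per compound / Timing: polarization read 5 min after assay mix addition, stable 5–60 min / Benchmarks: neutral control DMSO, positive control TFP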
ERp5 block: blocks human ERp5 reductase activity on insulin; Q15084; ERp5 insulin aggregation, absorbance 650 nm, 90 min; inhibition, % at 9.99 µM; 350,000 tested, 0.05% active;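 active means mean replicate inhibition above about 25%, with every replicate also reaching it, limit read from the data, passing the limit was not always enough; inconclusive means only one of those two criteria met; inactive means neither criterion met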
Target sequence (Q15084 whole entry, looked up): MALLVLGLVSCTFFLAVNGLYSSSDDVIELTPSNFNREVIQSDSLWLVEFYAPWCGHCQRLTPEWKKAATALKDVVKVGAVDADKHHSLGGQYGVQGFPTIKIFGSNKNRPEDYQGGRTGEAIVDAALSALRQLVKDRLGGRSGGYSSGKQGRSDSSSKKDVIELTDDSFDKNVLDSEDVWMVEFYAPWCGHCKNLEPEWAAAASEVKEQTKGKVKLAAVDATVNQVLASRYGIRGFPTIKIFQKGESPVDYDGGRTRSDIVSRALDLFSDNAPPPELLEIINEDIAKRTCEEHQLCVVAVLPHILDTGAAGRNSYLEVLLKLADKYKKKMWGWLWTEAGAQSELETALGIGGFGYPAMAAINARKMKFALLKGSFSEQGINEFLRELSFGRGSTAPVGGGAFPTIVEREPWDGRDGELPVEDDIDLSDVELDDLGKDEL
Starred values were filed as active, the others as inactive; ? = inconclusive; / = not tested or not shown. A portion of the library; the hit share may differ from the screen's.

(1) Cc1ccc(S(=O)(=O)Nc2cccc3c2O[C@H](CN(C)Cc2ccc(Oc4ccccc4)cc2)[C@H](C)CN([C@H](C)CO)C3=O)cc1
(2) Cc1ccccc1-n1cc(CNC(=O)C2CCC(=O)N(C3CC3)C2)cn1 (configuration not stated)
(3) O=S(=O)(Cc1ccccc1)N1CCCCN2[C@H](CO)[C@@H](c3ccc(C#Cc4ccccc4)cc3)[C@@H]2C1
(4) CCOC(=O)CC[C@H](NC(=O)Cn1cnc2c(NCc3ccccc3)ncnc21)C(=O)OCC
(5) CN1CCCN(Cc2ccc(Cl)cc2Cl)CC1
(6) CCCn1nc(C(=O)Nc2nnc(CC)s2)c2ccccc2c1=O
(7) O=[N+]([O-])c1ccc2c(c1)C(=NO)c1cc(F)ccc1-2
(8) CN(C)/C=C/C(=O)c1cnc2sccn2c1=O
(9) C/C(=N\OCc1nc2ccccc2c(=O)n1/N=C/c1cc(C)cc([N+](=O)[O-])c1O)c1ccccc1
(10) Oc1ccc(Cl)cc1C=Nc1ccc(Br)cc1

assay / compound,1,2,3,4,5,6,7,8,9,10
SIRT5 block,/,-1,-3,-1,1,4,-2,7,0,/
PglD DTNB,4,3,1,2,-6,-2,/,-1,-4,/
C2C12 statin,8,2,/,3,-28,/,/,1,2,/
DENV2 CPE,/,-1,-1,-1,-6,-1,-1,7,-11,4
E-sel inducer,0.2,-0.6,0.2,0.8,/,1.1,-0.4,/,-0.2,/
S100A4 inh HTS,/,0,6,4,3,-7,-1,2,2,40
ERp5 block,/,6,1,7,-1,0,0,0,1,5

(11) CCCCOCC1CN(CCCC)S(=O)(=O)c2c(cccc2Sc2ccc(SC)cc2)O1 (configuration not stated)
(12) CCOC(=O)N/N=C\c1ccc([N+](=O)[O-])s1
(13) COc1ccc(OC)c(CNS(=O)(=O)c2cc(CN3C(=O)c4cccnc4C3=O)ccc2OC)c1
(14) Cc1ccsc1/C=N/Nc1ccc(C(=O)O)cc1
(15) CCC(=O)Nc1cc(C(=O)O)ccc1Sc1ccc(Cl)cc1
(16) CCCc1cn([C@H]2C[C@@H]3O[C@@H](CO)CC[C@@H]3O[C@@H]2CCc2ccc(C#CCc3ccccc3)cc2)nn1
(17) CCCNC(=O)Cn1c(=O)oc2cc(S(=O)(=O)N3CC(C)CC(C)C3)ccc21 (configuration not stated)
(18) COc1ccc(S(=O)(=O)N2CCOCC2)cc1NC(=O)c1ccc(S(=O)(=O)N2CCCCC2)cc1
(19) Cc1cccc(C)c1NC(=S)N(Cc1cccnc1)Cc1ccccc1Cl
(20) COc1ccc(NC(=O)Nc2ccc3c(c2)C(=O)N([C@@H](C)CO)C[C@H](C)[C@@H](CN(C)S(=O)(=O)c2c(C)noc2C)OCCCC[C@@H](C)O3)cc1

assay / compound,11,12,13,14,15,16,17,18,19,20
SIRT5 block,/,2,0,2,-3,6,-2,-2,-2,/
PglD DTNB,/,/,-2,-1,4,/,-8,0,1,-3
C2C12 statin,/,/,-7,7,-4,/,5,4,-8,/
DENV2 CPE,5,15,-3,19,-13,-5,10,-6,9,0
E-sel inducer,-0.1,/,/,1.5,/,/,0.0,-1.7,-1.7,-0.2
S100A4 inh HTS,0,-4,0,-9,-1,-5,0,-2,0,/
ERp5 block,2,-1,/,1,4,11,-4,1,0,/

(21) Cc1ccc(NS(=O)(=O)c2ccc3[nH]c(=O)c(=O)[nH]c3c2)cc1Cl
(22) O=C(Nc1nnc(-c2cccnc2)s1)c1cccs1
(23) CCOC(=O)N1CCC(NC(=O)C(NS(=O)(=O)c2cccc3nsnc23)c2ccccc2)CC1 (configuration not stated)
(24) Cc1ccc(NC(=O)CN(C)C(=O)COC(=O)CNS(=O)(=O)c2ccc(F)c(F)c2F)cc1
(25) CCN(CC)c1ccc(C(=O)N/N=C/c2ccccc2OC(F)F)cc1
(26) COc1ccc2[nH]c3nc(SCC(=O)Nc4cccc(NC(C)=O)c4)nnc3c2c1
(27) O=C(O)COc1ccccc1/C=N/NC(=O)CSc1nc2ccccc2n1Cc1ccccc1Cl
(28) CCCC(=O)Nc1ccc2c(c1)C(=O)N(C)[C@@H]1CC[C@H](CC(=O)NCCc3ccccc3)O[C@H]1CO2
(29) CNC[C@H]1Oc2ncc(-c3cccc(C(=O)N(C)C)c3)cc2C(=O)N([C@H](C)CO)C[C@H]1C
(30) CCCCNC(=O)/C(=C\c1ccc([N+](=O)[O-])o1)NC(=O)c1ccccc1

assay / compound,21,22,23,24,25,26,27,28,29,30
SIRT5 block,-2,-10,-1,1,-5,-1,3,-5,3,-1
PglD DTNB,/,-2,/,/,/,8,-2,0,0,/
C2C12 statin,/,-6,/,/,/,24,-1,-14,16,/
DENV2 CPE,9,-2,-4,?,1,6,-4,?,-2,-8
E-sel inducer,/,-0.1,/,/,8.2,/,-0.3,0.1,-0.3,/
S100A4 inh HTS,-4,1,1,3,3,-6,-4,8,1,10
ERp5 block,-10,5,2,-4,0,2,-1,-2,-4,1

(31) Cc1c(NS(=O)(=O)c2cccc(C(=O)O)c2)c(=O)n(-c2ccccc2)n1C
(32) N#C/C(=C\c1ccccc1Br)C(=O)NC1CC1
(33) N#C[C@H]1[C@H](c2ccccc2C2=CCCCC2)[C@H](CO)N1C(=O)NC1CCCC1
(34) COc1ccccc1C(=O)NCC(=O)OCC(=O)Nc1cccc(S(=O)(=O)N(C)C)c1
(35) CCOC(=O)c1c(C)[nH]c(C)c1S(=O)(=O)N(C)CC(=O)NCc1cccc(Br)c1
(36) Cc1ccc(OCCn2cc(/C=C(\C#N)C(=O)NCC3CCCO3)c3ccccc32)cc1C (configuration not stated)
(37) CCNC(=O)CN(c1ccc(Oc2ccccc2)cc1)S(=O)(=O)c1ccccc1
(38) C[C@H]1CN([C@@H](C)CO)C(=O)Cc2cc(NS(=O)(=O)c3ccc(F)cc3)ccc2O[C@H]1CN(C)C(=O)Nc1ccc(F)cc1
(39) O=C(Nc1cnc2ccccc2c1)c1cccnc1
(40) COc1ccc(S(=O)(=O)N[C@@H]2CC[C@@H](CC(=O)NCCc3ccncc3)O[C@H]2CO)cc1

assay / compound,31,32,33,34,35,36,37,38,39,40
SIRT5 block,3,0,1,-5,-1,-1,-1,3,-2,2
PglD DTNB,1,-1,/,15,-5,0,-6,-3,6,0
C2C12 statin,-3,-2,/,-2,20,/,12,-14,-7,3
DENV2 CPE,7,-6,5,3,?,0,15,2,-1,-4
E-sel inducer,/,/,-0.1,/,/,-0.2,6.3,0.1,0.2,-2.5
S100A4 inh HTS,2,2,-15,-2,3,1,-4,0,21,13
ERp5 block,-10,2,-4,-3,-2,1,-7,3,7,5

(41) COc1ccc(NC(=O)Nc2ccc3c(c2)C(=O)N([C@@H](C)CO)C[C@@H](C)[C@@H](CN(C)C(=O)Cc2ccccc2)OCCCC[C@@H](C)O3)cc1
(42) CCOc1ccc(N(CC(=O)N2CCN(c3ccc(F)cc3)CC2)S(=O)(=O)c2c(C)noc2C)cc1
(43) C[C@H](CO)N1C[C@H](C)[C@@H](CN(C)S(=O)(=O)c2cccs2)Oc2ccc(NC(=O)CCCN(C)C)cc2CC1=O
(44) O=C(C[C@H]1CC[C@@H](NC(=O)Nc2ccc3c(c2)OCO3)[C@@H](CO)O1)NCc1ccc(F)cc1
(45) CCCC#Cc1ccc2c(c1)O[C@@H](CN(C)C(=O)Nc1ccc(OC)cc1)[C@@H](C)CN([C@H](C)CO)S2(=O)=O
(46) S=C(NC1CCCCC1)N1CCOCC1
(47) COc1ccc(C)cc1NC(=O)CN(C)C1CCCCC1
(48) COc1ccccc1/C=C/C(=O)NCC(=O)N/N=C(\CCC(=O)O)c1ccccc1
(49) Cn1ncc2c(=O)[nH]cnc21
(50) COc1ccccc1NC(=S)N(Cc1cccs1)C1CCCC1

assay / compound,41,42,43,44,45,46,47,48,49,50
SIRT5 block,3,2,/,-2,6,-5,-4,-7,4,5
PglD DTNB,0,-1,-1,-1,2,/,2,/,/,/
C2C12 statin,/,4,-13,4,43,/,-1,/,/,/
DENV2 CPE,6,-6,?,-10,-3,1,1,10,0,5
E-sel inducer,0.0,/,-7.6,0.1,/,0.3,-0.1,/,/,-3.7
S100A4 inh HTS,0,-1,/,6,1,-1,1,1,0,-4
ERp5 block,-2,-2,/,1,12,17,1,-4,-5,2

Numbers 43 through 50 from above:
(43) C[C@H](CO)N1C[C@H](C)[C@@H](CN(C)S(=O)(=O)c2cccs2)Oc2ccc(NC(=O)CCCN(C)C)cc2CC1=O
(44) O=C(C[C@H]1CC[C@@H](NC(=O)Nc2ccc3c(c2)OCO3)[C@@H](CO)O1)NCc1ccc(F)cc1
(45) CCCC#Cc1ccc2c(c1)O[C@@H](CN(C)C(=O)Nc1ccc(OC)cc1)[C@@H](C)CN([C@H](C)CO)S2(=O)=O
(46) S=C(NC1CCCCC1)N1CCOCC1
(47) COc1ccc(C)cc1NC(=O)CN(C)C1CCCCC1
(48) COc1ccccc1/C=C/C(=O)NCC(=O)N/N=C(\CCC(=O)O)c1ccccc1
(49) Cn1ncc2c(=O)[nH]cnc21
(50) COc1ccccc1NC(=S)N(Cc1cccs1)C1CCCC1

assay / compound,43,44,45,46,47,48,49,50
SIRT5 block,/,-2,6,-5,-4,-7,4,5
PglD DTNB,-1,-1,2,/,2,/,/,/
C2C12 statin,-13,4,43,/,-1,/,/,/
DENV2 CPE,?,-10,-3,1,1,10,0,5
E-sel inducer,-7.6,0.1,/,0.3,-0.1,/,/,-3.7
S100A4 inh HTS,/,6,1,-1,1,1,0,-4
ERp5 block,/,1,12,17,1,-4,-5,2

The results go on.
(51) COc1ccc(NC(=O)CN(C)C(=O)C2CC(=O)N(Cc3ccc(C)cc3)C2)cc1 (configuration not stated)
(52) C[C@@H]1CN([C@H](C)CO)C(=O)Cc2cc(NS(=O)(=O)c3cccs3)ccc2O[C@@H]1CN(C)S(=O)(=O)c1ccc(Cl)cc1
(53) O=C(Nc1ccc(F)cc1)C(c1cccc(F)c1)N1CCN(c2cccc(C(F)(F)F)n2)CC1 (configuration not stated)
(54) Cc1onc(-c2c(F)cccc2Cl)c1C(=O)OCC(=O)N(C)c1ccccc1
(55) COC(=O)c1ccc(OC(=O)CN2C(=O)c3ccccc3C2=O)cc1
(56) O=C(c1cccnc1)N1C[C@@H]2[C@H](c3ccccc31)[C@H](CO)N2C(=O)Nc1ccc(F)cc1
(57) O=C(NCc1ccc2c(c1)OCO2)C1CCN(S(=O)(=O)c2ccc(F)cc2)CC1
(58) Cc1cc2oc(=O)cc(CN3CCOCC3)c2cc1Cl
(59) COC(=O)c1cccc(NC(=O)Nc2ccc(Cl)c(Cl)c2)c1

assay / compound,51,52,53,54,55,56,57,58,59
SIRT5 block,3,4,-5,/,8,0,-6,-1,5
PglD DTNB,/,3,/,1,-7,-1,-3,0,2
C2C12 statin,/,12,/,4,0,-1,18,0,35
DENV2 CPE,-8,-5,-3,12,10,-3,4,-3,3
E-sel inducer,0.3,-0.3,1.4,-0.2,1.2,-0.3,1.2,/,/
S100A4 inh HTS,0,3,-6,0,3,18,1,5,6
ERp5 block,-1,0,-1,7,-2,5,-9,0,2
